High-throughput results (PubChem)
p53ts 32C kill: p53ts cell cytotoxicity, permissive temperature; H1299-p53A138V at 32C, ATP luminescence viability, 24 h; Potency, µM (titrated, usually from 46.1 µM), without a hit: at the highest dose activity change, negative = cytotoxicity, most hits filed as cytotoxic; actives 0.93% (n = 130,000); AID 924;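 further: 0% = DMSO and -100% = full killing by reference compound; nearly all actives have a fitted effect of over 55% in size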
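ATP-content luminescence (ATPlite) read-out after 24 h compound exposure at 32C in H1299-p53A138V cells (600/well). Tested up to 46 uM. Normalized to DMSO (0%) and 100 uM tamoxifen (100% killing); Hill-fit AC50.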
p53ts 39C tox: p53ts cell cytotoxicity, nonpermissive temperature. actives 1.5% (n = 130,000). Potency, µM (doses to about 46.1 µM), without a hit: top-dose activity change, negative = cell killing, usual class: cytotoxic. H1299-p53A138V viability at 39C, ATP luminescence, 24 h; further: nearly all actives have a fitted effect of over 55% in size
IkB signaling: IkB pathway inhibition in ABC-DLBCL cells; ABC-DLBCL IkBa-CBG/CBR dual luciferase ratio, 4 h; response scale: scaled: untreated 0%, proteasome inhibitor 100%; Potency, µM (doses to about 57.1 µM), inactives show at the top dose IkBa stabilization activation; actives 0.04% (n = 110,000); active means well fitted curve in the direction sought with a large enough effect in the signal ratio, not every such curve was filed as active; inconclusive means small, poorly fitted or top-dose-only effect, or a change in a side signal; the % refers to the signal ratio;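 further: the direction sought is a rising ratio; 0% = basal untreated cells and 100% = reference inhibitor full response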
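Curves were fitted separately to fusion (green), unfused (red) and ratio luminescence, then classed by r2, magnitude and activity. Cells: OCI-Ly3, 4 h compound plus doxycycline at 37C; 10 uM MG-132 defined full response.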
Imprint erasure: inducers of genomic imprint erasure in mouse ES cells; AID 1948; Potency, µM (highest dose often 60.7 µM), for the others: at the top dose activity change, positive = activation, actives largely listed as activators; actives 0.02% (n = 110,000); mouse ES Peg3-LacZ reporter, beta-gal luminescence, 40 h;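 further: 0% = negative control wells on the plate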
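Gelatin-coated wells received 300 freshly trypsinized female ES cells with a Peg3LacZ-Neo reporter on the maternal allele, then incubated 40 hours at 37C. BetaGlo was added for 5 minutes at room temperature before a single luminescence read.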
* marks the source's active call; other numbers are inactive results; [ ] = another dose, or the depositor's remark. Unless noted, the call rests on the fitted dose curve; in most records, active means well fitted curve in the direction sought with a large enough effect; inconclusive means small, poorly fitted or top-dose-only effect, or another doubt; inactive means no such curve, though single readings can be large; an effect the other way counts as inactive or inconclusive. Unless noted, on the % scale 0 is the no-effect control and ±100 the full control effect; potency means the concentration at half of the fitted maximal effect.

The first 3 compounds, to show the layout:
How did COc1ccc(OCc2nc(-c3ccc(OC)c(OC)c3)no2)cc1 do in these assays?
p53ts 32C kill: -0.2%; p53ts 39C tox: -4.6%; IkB signaling: inconclusive; Imprint erasure: -16.3%[10.9 µM]

Results for Cc1ccc(C(=O)Nc2ncc3c(n2)CC(c2ccco2)CC3=O)cc1 (stereo unspecified) ?
p53ts 32C kill: -14.0%; p53ts 39C tox: -3.8%; IkB signaling: 4.1%; Imprint erasure: 7.3%

Results for CCOc1cccc2sc(NC(=O)CS(=O)(=O)c3ccc(C)cc3)nc12 ?
p53ts 32C kill: -2.7%; p53ts 39C tox: -10.2%; IkB signaling: inconclusive; Imprint erasure: -7.1%[10.9 µM]

All compounds of this part, from the start:
How did COc1ccc(OCc2nc(-c3ccc(OC)c(OC)c3)no2)cc1 do in these assays?
p53ts 32C kill: -0.2%; p53ts 39C tox: -4.6%; IkB signaling: inconclusive; Imprint erasure: -16.3%[10.9 µM]

Results for Cc1ccc(C(=O)Nc2ncc3c(n2)CC(c2ccco2)CC3=O)cc1 (stereo unspecified) ?
p53ts 32C kill: -14.0%; p53ts 39C tox: -3.8%; IkB signaling: 4.1%; Imprint erasure: 7.3%

Results for CCOc1cccc2sc(NC(=O)CS(=O)(=O)c3ccc(C)cc3)nc12 ?
p53ts 32C kill: -2.7%; p53ts 39C tox: -10.2%; IkB signaling: inconclusive; Imprint erasure: -7.1%[10.9 µM]

What do the screens show for `COc1ccc(C(=O)NC2(C(F)(F)F)C(=O)Nc3c2c(=O)[nH]c(=O)n3CCc2ccc(OC)c(OC)c2)cc1` (stereo unspecified)?
p53ts 32C kill: -3.3%; p53ts 39C tox: 19.5%; IkB signaling: 1.0%; Imprint erasure: -5.8%[10.9 µM]

Results for CCc1ccc(NC(=O)CCc2nnc3n(C)c(=O)c4sccc4n23)cc1 ?
p53ts 32C kill: 5.8%; p53ts 39C tox: 4.9%; IkB signaling: inconclusive; Imprint erasure: -6.9%[10.9 µM]

What do the screens show for `COC(=O)CN(c1ccccc1OC)S(=O)(=O)c1ccccc1`?
p53ts 32C kill: 15.0%; p53ts 39C tox: 17.2%; IkB signaling: 0.8%; Imprint erasure: -18.9%

How did CCc1nnc(NC(=O)c2cc(=O)c3cc(C)ccc3o2)s1 do in these assays?
p53ts 32C kill: -11.2%; p53ts 39C tox: 0.1%; IkB signaling: 1.9%; Imprint erasure: -21.4%[10.9 µM]

What do the screens show for `COc1ccc(Nc2cc(C(=O)NCCCN3CCN(C)CC3)c3ccccc3n2)cc1OC`?
p53ts 32C kill: inconclusive; p53ts 39C tox: inconclusive; IkB signaling: -2.6%; Imprint erasure: -9.5%

Results for CC(C)CNC(=O)c1cccc(NC(=O)C2CCCO2)c1 (stereo unspecified) ?
p53ts 32C kill: 0.4%; p53ts 39C tox: 0.3%; IkB signaling: -3.6%; Imprint erasure: 0.7%

What do the screens show for `Cc1cccc(NC(=O)CCC(=O)NCCO)c1`?
p53ts 32C kill: -3.4%; p53ts 39C tox: 13.3%

What do the screens show for `COCc1c(C(=O)OCC(=O)N2c3ccccc3CC2C)oc2ccccc12` (stereo unspecified)?
p53ts 32C kill: 4.6%; p53ts 39C tox: -7.8%; IkB signaling: inconclusive; Imprint erasure: -8.9%

What do the screens show for `CCCCOC(=O)CSc1nc2c(cc1C#N)C(=O)CC(C)(C)C2`?
p53ts 32C kill: -0.1%; p53ts 39C tox: 4.2%; IkB signaling: 4.6%; Imprint erasure: inconclusive

Results for N#Cc1cc2c(=O)n3ccccc3nc2n(CCCn2ccnc2)c1=N ?
p53ts 32C kill: 6.9%; p53ts 39C tox: 5.4%; IkB signaling: -0.5%; Imprint erasure: 2.6%

Results for Cn1cccc1C(=O)N1CCC2(CCCN(c3ccc(-c4ccccc4)cc3)C2)CC1 ?
p53ts 32C kill: -22.3%; p53ts 39C tox: -12.8%; IkB signaling: 20.3%[11.4 µM]

How did COc1ccc(NC(=O)c2ccco2)cc1NC(=O)c1cccnc1 do in these assays?
p53ts 32C kill: 3.0%; p53ts 39C tox: 6.9%; IkB signaling: -3.1%; Imprint erasure: -7.7%

Results for O=C(Nc1cccc(Cl)c1)c1cc2c(=O)[nH]c3ccccc3c2s1 ?
p53ts 32C kill: -5.2%; p53ts 39C tox: 24.3%; IkB signaling: inconclusive; Imprint erasure: 15.1%[10.9 µM]

What do the screens show for `O=C1C2CCC(C(O)C2)N1Cc1ccccc1` (stereo unspecified)?
p53ts 32C kill: -9.3%; p53ts 39C tox: -3.0%; IkB signaling: 0.2%; Imprint erasure: 18.4%

How did c1ccc(-c2cnc(-c3cccnc3)o2)cc1 do in these assays?
p53ts 32C kill: -29.1%; p53ts 39C tox: -22.1%; IkB signaling: 4.2%; Imprint erasure: -37.3%[inhibitor]

How did CCN(C(=O)c1nn(C)c2c1CSc1ccccc1-2)c1cccc(C)c1 do in these assays?
p53ts 32C kill: -10.5%; p53ts 39C tox: 23.9%; IkB signaling: 1.8%; Imprint erasure: 8.3%[10.9 µM]

What do the screens show for `COc1ccc(Nc2oc(COc3cccc(C)c3)nc2C#N)cc1`?
p53ts 32C kill: -18.9%; p53ts 39C tox: inconclusive; IkB signaling: 2.9%; Imprint erasure: -18.1%

How did COc1ccccc1CCNC(=O)c1ccc(NC(=O)N2CC(C)Sc3ccccc32)cc1 (stereo unspecified) do in these assays?
p53ts 32C kill: -0.8%; p53ts 39C tox: -20.3%; IkB signaling: inconclusive; Imprint erasure: -12.6%[10.9 µM]

Results for CC(C(=O)N(C1CC1)C1(C(=O)Nc2ccccc2)CCCC1)N1C(=O)c2ccccc2C1=O (stereo unspecified) ?
p53ts 32C kill: 2.5%; p53ts 39C tox: -1.6%; IkB signaling: inconclusive; Imprint erasure: -11.2%

What do the screens show for `COCCCn1c(=N)c(C(=O)NC2CCCCC2)cc2c(=O)n3cc(C)ccc3nc21`?
p53ts 32C kill: 12.2%; p53ts 39C tox: 12.3%; IkB signaling: -1.0%; Imprint erasure: -11.8%[10.9 µM]

How did O=C(Cn1cnc([N+](=O)[O-])n1)N/N=C/c1ccc2ccccc2c1 do in these assays?
p53ts 32C kill: 41.2%[activator]; p53ts 39C tox: 14.1%

What do the screens show for `CCCOc1ccc(CC(=O)NNC(=S)Nc2ccccc2)cc1Br`?
p53ts 32C kill: 5.9%; p53ts 39C tox: 5.5%

What do the screens show for `COc1cc(S(=O)(=O)N(Cc2ccccn2)Cc2ccccc2Cl)ccc1-n1cnnn1`?
p53ts 32C kill: 8.7%; p53ts 39C tox: 27.1%

How did CC(C)(C)NC(=O)c1ccccc1-c1nc(-c2ccccc2Cl)no1 do in these assays?
p53ts 32C kill: -18.1%; p53ts 39C tox: -22.3%; IkB signaling: 1.7%; Imprint erasure: -19.9%

Results for CCOc1cccc(N2C(=O)CC(N3CCC(C(N)=O)(N4CCCCC4)CC3)C2=O)c1 (stereo unspecified) ?
p53ts 32C kill: 0.4%; p53ts 39C tox: -4.3%; IkB signaling: 2.0%; Imprint erasure: 24.8%

Results for O=C(NCCCN1CCN(c2cccc(Cl)c2)CC1)c1nc(-c2ccncc2)no1 ?
p53ts 32C kill: 6.8%; p53ts 39C tox: 12.9%; IkB signaling: 0.7%; Imprint erasure: -9.3%

Results for CCOC(=O)C1CCN(c2c(N3CCCCCC3)c(=O)c2=O)CC1 ?
p53ts 32C kill: 4.8%; p53ts 39C tox: -13.3%; IkB signaling: 0.7%; Imprint erasure: -10.6%

Results for Cc1cccc(-c2nnc(SCCC(=O)O)o2)c1 ?
p53ts 32C kill: -17.7%; p53ts 39C tox: -5.9%; IkB signaling: inconclusive; Imprint erasure: -79.9%[inhibitor][10.9 µM]

Results for CC(C)NC(=O)Cn1nnc(-c2cccc(NC(=O)c3ccccc3F)c2)n1 ?
p53ts 32C kill: -27.7%; p53ts 39C tox: -17.9%; IkB signaling: -0.3%; Imprint erasure: -11.9%

What do the screens show for `C/C(CCc1oc2c(Br)cc(Br)cc2c1-c1ccc(C)o1)=N\O`?
p53ts 32C kill: -11.2%; p53ts 39C tox: 1.4%

What do the screens show for `Cn1nc(C(=O)NCCc2ccc(Cl)cc2)c2c1-c1ccccc1SC2`?
p53ts 32C kill: -3.8%; p53ts 39C tox: -0.9%; IkB signaling: -0.8%; Imprint erasure: -6.6%[10.9 µM]

Results for CCc1ccccc1N1CCN(S(=O)(=O)c2ccc(F)c(C)c2)CC1 ?
p53ts 32C kill: 4.5%; p53ts 39C tox: 0.7%; IkB signaling: 1.5%; Imprint erasure: -21.6%

Results for O=C(CSc1nc2c(c(=O)[nH]1)CCC2)Nc1cccc(Cl)c1 ?
p53ts 32C kill: -11.6%; p53ts 39C tox: -4.7%; IkB signaling: -1.8%; Imprint erasure: -3.8%

What do the screens show for `CN(C(=O)c1nn(C)c2c1COc1ccccc1-2)c1cccc(C(F)(F)F)c1`?
p53ts 32C kill: -2.5%; p53ts 39C tox: 25.2%; IkB signaling: -1.6%; Imprint erasure: -10.6%[10.9 µM]

What do the screens show for `O=C(CN(c1ccc(F)cc1)S(=O)(=O)c1ccc2c(c1)OCCO2)N1CCOCC1`?
p53ts 32C kill: 1.1%; p53ts 39C tox: 4.0%; IkB signaling: 2.4%; Imprint erasure: 5.4%

Results for COc1ccc(CN2C(=O)c3oc4ccccc4c(=O)c3C2c2ccc(O)cc2)cc1 (stereo unspecified) ?
p53ts 32C kill: 5.8%; p53ts 39C tox: 3.9%; IkB signaling: -7.3%; Imprint erasure: -10.8%[10.9 µM]

Results for Cc1cc(/C(=N/O)C(C)(C)NO)ccc1Cl ?
p53ts 32C kill: -1.7%; p53ts 39C tox: -7.4%; IkB signaling: -0.4%; Imprint erasure: -9.0%

Results for O=C(C1CCC(Cn2c(=O)c3sccc3n(Cc3ccccc3)c2=O)CC1)N1CCCCC1 (stereo unspecified) ?
p53ts 32C kill: 2.4%; p53ts 39C tox: -19.3%; IkB signaling: 0.0%; Imprint erasure: -6.4%[10.9 µM]

Results for Cc1cc(O)c(C(c2ccccc2)N2CCN(C)CC2)c(=O)n1Cc1ccco1 (stereo unspecified) ?
p53ts 32C kill: 21.9%; p53ts 39C tox: 29.5%; IkB signaling: inconclusive; Imprint erasure: -15.0%[10.9 µM]

How did O=C(O)[C@H]([C@H]1NCCS1)N1Cc2ccccc2C1 do in these assays?
p53ts 32C kill: -0.2%[9.22 µM]; p53ts 39C tox: 6.4%[9.22 µM]; IkB signaling: 1.9%[11.4 µM]

Results for CCOC(=O)c1ccc(CN(Cc2ccc(F)cc2)S(=O)(=O)c2ccc(F)c(C(=O)Nc3ccccc3C(F)(F)F)c2)cc1 ?
p53ts 32C kill: 7.0%; p53ts 39C tox: -23.8%; IkB signaling: -0.6%; Imprint erasure: -12.9%[10.9 µM]

What do the screens show for `FC(F)(F)c1cccc(-c2noc(-c3cc(-c4ccccc4)c(C(F)(F)F)s3)n2)c1`?
p53ts 32C kill: -9.4%; p53ts 39C tox: -5.6%; Imprint erasure: -3.8%

How did Cc1ccc(-n2c(C)cc(C(=O)COC(=O)c3c(C)noc3C)c2C)cc1 do in these assays?
p53ts 32C kill: inconclusive; p53ts 39C tox: inconclusive; IkB signaling: inconclusive; Imprint erasure: -49.8%[inhibitor]

How did Cc1cc(C)c2c(c1)c(C)cc1nnc(SCC(=O)c3ccccc3)n12 do in these assays?
p53ts 32C kill: -1.3%; p53ts 39C tox: 33.2%[activator]; IkB signaling: inconclusive; Imprint erasure: 5.4%[10.9 µM]

What do the screens show for `CSc1c[n+]2c(n1C)CCC2`?
p53ts 32C kill: -8.1%; p53ts 39C tox: -8.0%; IkB signaling: 0.5%; Imprint erasure: 17.4%

Results for O=C(O)CCc1ccc(-c2cccs2)n1CC1CCCO1 (stereo unspecified) ?
p53ts 32C kill: 2.1%; p53ts 39C tox: -1.1%; IkB signaling: 4.5%; Imprint erasure: -4.6%

How did COc1cccc2cc(-c3cn4cccc(C)c4n3)c(=O)oc12 do in these assays?
p53ts 32C kill: -10.0%; p53ts 39C tox: -5.3%; IkB signaling: -0.9%; Imprint erasure: 3.5%

Results for Cc1ccccc1C(=O)Nc1nnc(S(=O)(=O)N(C)Cc2ccc(Cl)cc2)s1 ?
p53ts 32C kill: -4.7%; p53ts 39C tox: 1.2%; IkB signaling: inconclusive; Imprint erasure: 7.0%[10.9 µM]

How did Cc1ccc(N2CCN(S(=O)(=O)c3ccc(F)c(C)c3)CC2)c(C)c1 do in these assays?
p53ts 32C kill: -17.7%; p53ts 39C tox: -9.6%; IkB signaling: inconclusive; Imprint erasure: -25.3%
